JMJD2A Tudor – qHTS Assay for Inhibitors of JMJD2A-Tudor Domain; Potency, µM (top dose mostly 114 µM), for the others: top-dose activity change, negative = inhibition, usual class: inhibitors; AID 504339, 2011; 390,000 tested, 4.4% active; Lysine-specific demethylase 4A (Homo sapiens), O75164; AlphaScreen JMJD2A-Tudor / H3K4me3 peptide binding; note: % is set by controls: 0 for no effect and ±100 for the full control effect; nearly all actives have a fitted effect of over 50% in size
ALOX12 inh – Primary qHTS assay for inhibitors of human arachidonate 12S-lipoxygenase (ALOX12): Round 2 | Polyunsaturated fatty acid lipoxygenase ALOX12 (Homo sapiens), P18054 | purified 12hLO, xylenol orange hydroperoxide absorbance | Potency, µM (top dose mostly 108 µM), inactives show at the highest dose activity change, negative = inhibition, actives largely listed as inhibitors | 580,000 tested, 1.1% active | AID 1671190, 2021; note: % is set by controls: 0 for no effect and ±100 for the full control effect
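Purified human 12hLO at 150 nM in 25 mM Hepes, 0.01% Triton X-100, pH 7.0, preincubated 15 min at room temperature with compound. Reaction started with 40 uM arachidonic acid, 30 min at room temperature. Hydroperoxide measured by Fe-xylenol orange, 573/405 nm absorbance ratio.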
HP1b binding inh – HTS for Inhibitors of HP1-beta Chromodomain Interactions with Methylated Histone Tails; 390,000 tested, 0.56% active; AlphaScreen HP1-beta / biotin-H3K9me3 peptide binding; AID 540317, 2011; Potency, µM (series often up to 114 µM), without a hit: at the top dose activity change, negative = inhibition, most hits filed as inhibitors; Chromobox protein homolog 1 (Homo sapiens), P83916; note: nearly all actives have a fitted effect of over 70% in size; inactives centre near 23
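Compound inhibition of the preformed complex between 50 nM HP1-beta and 50 nM biotinylated H3K9me3 peptide was read by AlphaScreen. Buffer was PBS pH 7.4 with 0.01% Tween-20. Incubations ran 30 min at room temperature, with 10 ug/mL donor/acceptor beads.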
Tb PGK inh – qHTS Assay to Find Inhibitors of Phosphoglycerate Kinase; Phosphoglycerate kinase, glycosomal (Trypanosoma brucei brucei), P07378; PGK/GAPDH coupled, Kinase-Glo luminescence, 60 min; Potency, µM (top dose mostly 57.5 µM), inactives show at the top dose activity change, negative = inhibition, actives largely listed as inhibitors; 380,000 tested, 0.043% active; AID 602233, 2012; note: % is set by controls: 0 for no effect and ±100 for the full control effect; nearly all actives have a fitted effect of over 60% in size
Target sequence (P07378 whole entry, looked up): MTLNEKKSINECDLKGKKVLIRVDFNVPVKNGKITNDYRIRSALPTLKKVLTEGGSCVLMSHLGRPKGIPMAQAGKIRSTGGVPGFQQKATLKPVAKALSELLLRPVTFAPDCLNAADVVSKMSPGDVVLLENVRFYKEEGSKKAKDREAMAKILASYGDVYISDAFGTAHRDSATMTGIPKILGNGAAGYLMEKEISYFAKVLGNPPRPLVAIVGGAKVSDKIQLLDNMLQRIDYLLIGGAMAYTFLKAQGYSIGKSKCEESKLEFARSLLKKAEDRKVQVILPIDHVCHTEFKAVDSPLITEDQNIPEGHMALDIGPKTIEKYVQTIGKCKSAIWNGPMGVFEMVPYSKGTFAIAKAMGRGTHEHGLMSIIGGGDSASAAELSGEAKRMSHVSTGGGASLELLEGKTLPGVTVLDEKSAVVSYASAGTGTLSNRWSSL
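Recombinant glycosomal PGK reaction used 1,3-bisphosphoglycerate generated in-well by GAPDH (100nM final) in 100mM TEA pH 7.6, 5mM MgCl2, 0.01% Tween-20. After 60 minutes at room temperature, ATP was read by Kinase-Glo Plus luminescence end-point.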
TrxR1 inh – qHTS Assay for Inhibitors of Mammalian Selenoprotein Thioredoxin Reductase 1 (TrxR1): qHTS; recombinant rTrxR1, NADPH fluorescence consumption, selenite substrate; Potency, µM (highest dose often 114 µM), for the others: top-dose activity change, negative = inhibition, most hits filed as inhibitors; 390,000 tested, 1% active; AID 588453, 2011; note: % is set by controls: 0 for no effect and ±100 for the full control effect; nearly all actives have a fitted effect of over 65% in size
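Rat TrxR1 (90 nM in the dispensed reagent) was pre-reduced with 400 uM NADPH for 5 min at room temperature, then incubated with compound for 15 min. After 400 uM selenite was added, NADPH fluorescence (Ex 340/Em 450 nm) was followed for 8 min.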
RGS4 inh – Inhibitors of Regulator of G Protein Signaling (RGS) 4: qHTS. 390,000 tested, 0.039% active. Transcreener GDP fluorescence polarization, RGS4-accelerated GTP hydrolysis. Potency, µM (top dose mostly 114 µM), without a hit: top-dose activity change, negative = inhibition, usual class: inhibitors; note: % is set by controls: 0 for no effect and ±100 for the full control effect; nearly all actives have a fitted effect of over 75% in size; some results filed as inactive show a strong effect at the top dose
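MLSMR compounds (23 nl, pin-transferred) preincubated 10 min at room temperature with a 500nM (2x) first reagent, then RGS4 at 900nM (2x) plus Transcreener GDP mix added; fluorescence polarization (620/688 nm) read before and after 90 min at 30 °C.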
Pin1 inhibitor – qHTS Assay to Find Inhibitors of Pin1; Peptidyl-prolyl cis-trans isomerase NIMA-interacting 1 (Homo sapiens), Q13526; Pin1 FP peptide displacement, HiFluor488, 10 min; Potency, µM (series often up to 115 µM), for the others: at the highest dose activity, negative = inhibition, actives largely listed as inhibitors; 390,000 tested, 0.009% active; AID 504891, 2011; active = well fitted inhibition curve with a large enough effect in the polarisation, with a control signal flat, not every such curve was filed as active; inconclusive = small, poorly fitted or top-dose-only effect, or effect the other way, or a change in a side signal; inactive = no such curve, though single readings can be large or run the other way; the % refers to the polarisation; note: % is set by controls: 0 for no effect and ±100 for the full control effect
ERG Ets-DNA blk – qHTS for Small Molecule Inhibitors of the ERG Ets/DNA interaction | fluorescence polarization, His-ERG Ets domain / labelled DNA | Transcriptional regulator ERG (Homo sapiens), P11308 | 370,000 tested, 0.028% active | Potency, µM (series often up to 76.9 µM), for inactives: top-dose FP activity, negative = inhibition, usual class: inhibitors; active = well fitted inhibition curve with a large enough effect in the polarisation, with a control signal flat; inconclusive = small, poorly fitted or top-dose-only effect, or effect the other way, or a change in a side signal; inactive = no such curve, though single readings can be large or run the other way; the % refers to the polarisation;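 note: polarization taken with two DNA probes labelled with fluorescein and Texas red; % of control where 0% means no effect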
Target sequence (P11308 whole entry, looked up, the tested form may be a part): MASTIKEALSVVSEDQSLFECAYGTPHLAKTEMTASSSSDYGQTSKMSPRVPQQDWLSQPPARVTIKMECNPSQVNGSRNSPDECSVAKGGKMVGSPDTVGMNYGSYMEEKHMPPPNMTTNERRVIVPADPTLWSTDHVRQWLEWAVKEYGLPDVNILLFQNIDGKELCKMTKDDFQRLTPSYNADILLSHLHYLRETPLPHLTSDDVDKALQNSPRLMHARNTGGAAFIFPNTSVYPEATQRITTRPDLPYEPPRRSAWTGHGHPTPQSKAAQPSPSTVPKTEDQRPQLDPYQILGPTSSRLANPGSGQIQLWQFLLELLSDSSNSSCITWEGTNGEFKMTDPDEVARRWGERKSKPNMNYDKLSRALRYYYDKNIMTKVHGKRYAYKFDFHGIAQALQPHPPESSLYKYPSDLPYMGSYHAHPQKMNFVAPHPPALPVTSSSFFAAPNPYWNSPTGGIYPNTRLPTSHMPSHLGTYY
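His-tagged ERG Ets domain (1 uM in the protein solution; 300mM KCl, 50mM Tris-HCl, 1mM EDTA, 1mM DTT, pH 7.5) received compound, then a probe mix of 5 nM fluorescein-DNA and 100nM Texas-615-DNA. Fluorescence polarization was read for both dyes.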
GLS inh – qHTS for Inhibitors of Glutaminase (GLS). Glutaminase kidney isoform, mitochondrial (Homo sapiens), O94925. GLS enzymatic activity, qHTS titration. Potency, µM (series often up to 45.5 µM), for the others: top-dose activity change, negative = inhibition, hits mostly inhibitors. 410,000 tested, 0.21% active. AID 624170, 2012; note: % is set by controls: 0 for no effect and ±100 for the full control effect
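Compounds were pin-transferred onto hKGA, after which L-glutamine (1 mM solution) and a detection mix of glutamate oxidase, HRP and Amplex Red were added. Initial and 30 min RT fluorescence reads were collected.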
* hit, by the source's call; i = inactive; ? = inconclusive; / = not tested or not shown; & = joins results of further samples; [ ] = dose if it differs, or a comment. Unless noted, calls come from the whole dose curve; as a rule, active = well fitted curve in the direction sought with a large enough effect; inconclusive = small, poorly fitted or top-dose-only effect, or another doubt; inactive = no such curve, though single readings can be large; an effect the other way counts as inactive or inconclusive. Potency is the fitted concentration of half-maximal effect. Only part of the results is shown, so the mix of outcomes need not match the whole.

SMILES	JMJD2A Tudor	ALOX12 inh	HP1b binding inh	Tb PGK inh	TrxR1 inh	RGS4 inh	Pin1 inhibitor	ERG Ets-DNA blk	GLS inh
CCN(CC)CCCN=C1N[C@@H](c2cccc(C(F)(F)F)c2)C(C(=O)OC)=C(C)N1CC	25µM*	?	25%	-6%	-3%	-11%	5%	2%	-1%
C[C@@H](CSc1ccc(Br)cc1)CN1CC[C@H](C(C)(C)C)CCC1=O	37%[activator]	?	85%[activator]	-4%	-9%&8%	-16%	-1%	-11%	-2%
Cc1cccc(C)c1NC(=O)Cn1nnc(C(=O)Nc2c(C)cccc2C)c1N	-8%	-14%	15%	0%	13%	21%	-5%	1%	0%
COC(=O)C1=C(C)N(CC2CC2)C(=O)N[C@H]1c1ccc(Br)cc1	-10%	-14%	59%[activator]	i	13%	-1%	3%	-12%	-6%
Fc1cccc(NC(=S)NCc2ccc(Cl)cc2)c1	-10%	?	23%	i	-16%	-22%	2%	-10%	0%
Cc1ccc(NS(=O)(=O)c2ccc3oc(=O)c4ncn(C)c4c3c2)cc1C	-2%	-1%	36%	6%	7%	15%	-1%	0%	0%
CCOc1cccc(C2c3c(oc4ccc(F)cc4c3=O)C(=O)N2CCOC)c1 (stereo unspecified)	-9%	-35%	25%	3%	30%	15%	-4%	-3%	-6%
O=C(/C=C/c1ccc(N2CCCCC2)c([N+](=O)[O-])c1)c1ccc(S(=O)(=O)N2CCCC2)cc1	-22%	-3%	?	1%	-26%	-34%	-3%	2%	-3%
CC1(NC(=S)Nc2ccc(NC(=S)NC3(C)CCS(=O)(=O)C3)cc2)CCS(=O)(=O)C1 (stereo unspecified)	-14%	159%[activator]	44%[activator]	-4%	-20%	-18%	0%	0%	23%
Cn1c(=O)n(C)c2cc(NS(=O)(=O)c3ccc(C(C)(C)C)cc3)ccc21	-4%	?	14%[57 µM]	-9%	1%	3%	5%	-15%	-4%
CNC(=O)Nc1cccc2cccnc12	-18%	5%	13%	0%	9%[57.1 µM]	-2%	3%	-2%	-12%
CC(C)CCN1NC2(CCC(C)CC2)NC1=S (stereo unspecified)	?	?	41%[activator]	i	-3%[57.1 µM]	?	-1%	-2%	?
COC(CNC(=O)C(=O)Nc1cc2c3c(c1)CCN3C(=O)CC2)OC	-3%	-6%	12%	-14%	-28%	19%	-6%	-11%	4%
CN1CCN(c2ccc(NS(=O)(=O)c3ccc(Cl)cc3)cn2)CC1	-13%	-24%	32%	i	-5%	-8%	-7%	6%	0%
CCOC(=O)CSc1nc2sc3c(c2c(=O)n1-c1ccccc1)CCN(C(C)C)C3	?	9%	1%	-3%	?	-5%	?	11%	-30%
CNc1nc(Cl)nc2ncn(C)c12	-3%	-16%	10%	-3%	17%[57.1 µM]	20%	-1%	-10%	1%
Cc1cc(C)n(CC(C)NC(=O)c2cc(COc3ccc(F)c(F)c3)on2)n1 (stereo unspecified)	-14%	-3%	23%	-9%	-7%	12%	1%	3%	1%
COC(=O)CCNC(=O)NC(CCC(C)C)c1c(-n2cccc2)sc2c1CCN(C)C2 (stereo unspecified)	-25%	3%	5%	i	?	-12%	?	3%	?
CCOC(=O)c1cnc(-n2nc(C)cc2C)nc1NC	-34%	-4%	15%	15%	9%	24%	-4%	1%	11%
CC1CCN(CCc2nc3cc(NS(=O)(=O)c4ccc(F)cc4)ccc3n2C)CC1	-21%	0%	19%	i	11%[57.1 µM]	-29%	0%	1%	26%
CC(C)C[C@@H](CNCC(=O)[C@H](Cc1ccccc1)NC(=O)c1[nH]cnc1C(=O)N[C@@H](C)CN)NC(=O)c1nc[nH]c1C(=O)N[C@@H](CC(=O)O)C(=O)O	?	17%	55%[activator]	i	0%	-23%	-14%	12%	?
CC(=O)Nc1cc(Cl)c(N=Cc2ccc(O)cc2O)cc1Cl	-6%	?	33%	i	-29%	-28%	4%	18%	8%
CCSc1nc(=O)c2c(n1C)NC(=O)CC2c1ccc(O)cc1OC (stereo unspecified)	3%	-16%	40%[activator]	-3%	0%	2%	-8%	-3%	34%[activator]
CC(=O)NS(=O)(=O)c1ccc(NC(=O)c2ccccc2F)cc1	4%	-1%	28%	-7%	6%[57.1 µM]	-2%	-3%	4%	2%
CC(OC(=O)c1ccc([N+](=O)[O-])o1)C(=O)Nc1nc(-c2ccc(F)c(F)c2)cs1 (stereo unspecified)	?	-27%	-19%	-1%	?	-38%	-11%	1%	21%
Cc1cccc(Cn2c(=O)n(Cc3ccccc3)c(=O)c3c2c2cc(C)ccc2n3C)c1	10%	-2%	50%[activator]	-10%	-20%	9%	-7%	-1%	3%
CCOC(=O)c1ccc(N2C(=O)CC(NC3CCN(C(=O)c4cccc(Cl)c4)CC3)C2=O)cc1 (stereo unspecified)	-17%	/	40%[activator]	5%	-26%	-2%	3%	2%	23%
COc1ccc(CNC(=O)C(=O)N2CCC3(CC2)OCCN3S(=O)(=O)c2ccc(C)cc2)cc1	-14%	0%	12%	i	-3%	15%	3%	5%	1%
CC(C)(C)OC(=O)n1cccc1/C=C1\c2ccccc2C(=O)N1c1ccccc1	63µM*	/	-37%	-3%	-34%	-18%	40%[activator]	15%	-5%
O=C(CSc1nc(=O)[nH]c2c1CCC2)NCc1ccccc1Cl	1%	?	33%	1%	11%[57.1 µM]	20%	-7%	-6%	3%

Four of these compounds, set out differently.
Every second line gives: JMJD2A Tudor | ALOX12 inh | HP1b binding inh | Tb PGK inh | TrxR1 inh | RGS4 inh | Pin1 inhibitor | ERG Ets-DNA blk | GLS inh
> CC(=O)Nc1cc(Cl)c(N=Cc2ccc(O)cc2O)cc1Cl
→ -6% | ? | 33% | i | -29% | -28% | 4% | 18% | 8%
> CCSc1nc(=O)c2c(n1C)NC(=O)CC2c1ccc(O)cc1OC (stereo unspecified)
→ 3% | -16% | 40%[activator] | -3% | 0% | 2% | -8% | -3% | 34%[activator]
> CC(=O)NS(=O)(=O)c1ccc(NC(=O)c2ccccc2F)cc1
→ 4% | -1% | 28% | -7% | 6%[57.1 µM] | -2% | -3% | 4% | 2%
> CC(OC(=O)c1ccc([N+](=O)[O-])o1)C(=O)Nc1nc(-c2ccc(F)c(F)c2)cs1 (stereo unspecified)
→ ? | -27% | -19% | -1% | ? | -38% | -11% | 1% | 21%

(list continues)
SMILES	JMJD2A Tudor	ALOX12 inh	HP1b binding inh	Tb PGK inh	TrxR1 inh	RGS4 inh	Pin1 inhibitor	ERG Ets-DNA blk	GLS inh
c1ccc(Nc2nc3ccccc3[nH]2)nc1	?	17%	-11%	i	-16%	-19%	-7%	-1%	24%
COc1ccc(Nc2ccc(N3C(=O)CCCC3=O)cc2[N+](=O)[O-])c(OC)c1	-21%[57.1 µM]	-26%	?	-11%	-4%	-8%	1%	6%	22%
CCN(CC)S(=O)(=O)c1ccc(C(=O)N2CCN(C(=O)c3ccco3)CC2)cc1	-3%	1%	37%	-3%	19%	15%	1%	1%	2%
C=CCOc1nc2c(c(=O)n(C)c(=O)n2C)n1Cc1ccc(Cl)cc1	-11%	?	11%	-1%	5%	1%	2%	1%	5%
O=C(Nc1ccc(-n2cnnn2)cc1)c1cccc(S(=O)(=O)N2CCCC2)c1	-14%	191%[activator]	36%	1%	12%	13%	0%	3%	9%
COc1ccc(Br)c(C(=O)OCC(=O)N2CCc3ccccc32)c1	-1%	205%[activator]	30%[activator]	-4%	1%	-18%	20%	3%	3%
CCOC(=O)Nc1nc(C)c(C(=O)c2ccc(Cl)cc2)s1	-3%	34%[activator]	9%	-4%	2%	12%	0%	3%	3%

Random excerpt: 2 records from the list
SMILES	JMJD2A Tudor	ALOX12 inh	HP1b binding inh	Tb PGK inh	TrxR1 inh	RGS4 inh	Pin1 inhibitor	ERG Ets-DNA blk	GLS inh
COc1ccc(Nc2ccc(N3C(=O)CCCC3=O)cc2[N+](=O)[O-])c(OC)c1	-21%[57.1 µM]	-26%	?	-11%	-4%	-8%	1%	6%	22%
COc1ccc(Br)c(C(=O)OCC(=O)N2CCc3ccccc32)c1	-1%	205%[activator]	30%[activator]	-4%	1%	-18%	20%	3%	3%

Screens (PubChem)
